Source: PubChem BioAssay
ULK1 inh = inhibitors of human ULK1 kinase; inhibition, % at 5.96 µM; hit rate 1.9% among 30,000; AlphaScreen Atg13 phosphorylation by ULK1, luminescence; O75385; in the data active = inhibition above about 43%;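 also: 0% = median of compound wells and 100% = no enzyme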
Target sequence (O75385 whole entry, looked up): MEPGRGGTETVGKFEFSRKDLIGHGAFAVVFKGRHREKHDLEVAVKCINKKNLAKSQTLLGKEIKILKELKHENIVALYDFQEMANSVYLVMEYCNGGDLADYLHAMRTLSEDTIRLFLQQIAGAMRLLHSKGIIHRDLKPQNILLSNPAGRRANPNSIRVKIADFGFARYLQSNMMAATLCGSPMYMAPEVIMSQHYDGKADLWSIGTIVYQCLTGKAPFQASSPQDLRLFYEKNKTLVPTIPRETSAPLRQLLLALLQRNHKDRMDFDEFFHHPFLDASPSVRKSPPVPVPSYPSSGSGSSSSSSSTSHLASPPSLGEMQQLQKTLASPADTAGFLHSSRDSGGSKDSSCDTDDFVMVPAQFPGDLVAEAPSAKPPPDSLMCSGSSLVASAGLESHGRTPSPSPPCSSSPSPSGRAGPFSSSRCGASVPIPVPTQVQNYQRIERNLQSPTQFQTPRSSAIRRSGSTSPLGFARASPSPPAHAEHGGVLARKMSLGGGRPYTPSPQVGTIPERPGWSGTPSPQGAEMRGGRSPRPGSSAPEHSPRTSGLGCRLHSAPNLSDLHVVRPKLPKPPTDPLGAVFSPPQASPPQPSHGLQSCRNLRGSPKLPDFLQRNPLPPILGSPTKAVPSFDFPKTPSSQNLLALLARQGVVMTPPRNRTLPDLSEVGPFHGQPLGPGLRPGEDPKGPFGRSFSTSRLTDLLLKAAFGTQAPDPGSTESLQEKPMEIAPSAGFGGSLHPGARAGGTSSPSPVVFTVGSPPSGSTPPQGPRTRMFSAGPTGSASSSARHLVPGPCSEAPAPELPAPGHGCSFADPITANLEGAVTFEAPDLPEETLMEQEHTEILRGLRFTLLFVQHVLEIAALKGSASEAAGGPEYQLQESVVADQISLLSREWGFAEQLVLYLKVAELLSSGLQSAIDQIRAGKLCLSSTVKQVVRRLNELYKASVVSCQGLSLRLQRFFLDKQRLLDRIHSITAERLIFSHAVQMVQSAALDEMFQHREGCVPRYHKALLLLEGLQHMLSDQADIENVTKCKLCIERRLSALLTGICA
ASK1 primary = inhibitors of human ASK1 kinase. inhibition, % at 7.44 µM. hit rate 0.99% among 22,000. AlphaScreen MKK6 phosphorylation by ASK1, luminescence; in the data active = inhibition above about 35%;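 also: 0% = median of compound wells and 100% = no enzyme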
* hit, by the source's call.

Screening c1ccc(-c2cc(NC3CC3)ncn2)cc1 returned ULK1 inh 2 and ASK1 primary -3.
`Cc1cc(Nc2ccccc2)nc(Nc2ccncc2)n1` gave ULK1 inh 8 and ASK1 primary -17.
For O=C(Cc1cn(-c2ccc(Nc3ccc(-n4ccnc4)cc3)nn2)c2ccccc12)NC1CC1 the results were ULK1 inh 10 and ASK1 primary 3.
Screening c1cn(-c2ccc(Nc3nc4ncnc(NCCN5CCOCC5)c4[nH]3)cc2)cn1 returned ULK1 inh 4 and ASK1 primary -22.
For CN(C)c1cccc(Nc2nc(NCc3cccnc3)c3ncn(-c4ccccc4)c3n2)c1 the results were ULK1 inh 20 and ASK1 primary 23.
`Cc1cnc(-c2c(C)nn(C)c2C)nc1NCCO` gave ULK1 inh -29 and ASK1 primary 6.
For COc1ccc2c(c1)CC(C(=O)Nc1ccc(-c3ccncc3)cc1OCCCN(C)C)CO2 (stereo unspecified) the results were ULK1 inh -2 and ASK1 primary -7.
`Cc1cc(Nc2ccc(N3CCOCC3)cc2)nc(N2CCN(Cc3ccc4c(c3)OCO4)CC2)n1` gave ULK1 inh 0 and ASK1 primary 43*.
Screening CCN(CC)c1nc(NCCc2ccc(OC)cc2)nc(Oc2ccccc2)n1 returned ULK1 inh 2 and ASK1 primary -23.
CC(C)n1cnc2c(NCCc3ccc(O)cc3)nc(NC3CCN(Cc4ccccc4)CC3)nc21 was read as ULK1 inh -6 and ASK1 primary 8.
Screening COc1ccc(CCNc2nc(Nc3nccc4ccccc34)nc3nc[nH]c23)cc1 returned ULK1 inh -8 and ASK1 primary -7.
CCNc1ccc(N2CCC(C(=O)Nc3ccccc3)CC2)nn1 was read as ULK1 inh -14 and ASK1 primary -5.
`NC(=O)c1ccc(-c2cc(NC3CC3)ncn2)cc1` gave ULK1 inh 7 and ASK1 primary -6.
`COc1ccc(-c2nc(N)c3ncn(C(C)C)c3n2)cn1` gave ULK1 inh -5 and ASK1 primary 11.
For COc1nc(NC2CCCCC2)nc(N2CCCCCC2)n1 the results were ULK1 inh 6.
`Cc1ccc2nc(C)c(NC(=O)C3CC3)c(=O)n2c1` gave ULK1 inh 8.
For O=C(NCCc1cnc[nH]1)c1ccc2c(c1)CC(c1nc3ccc(-c4cn[nH]c4)cc3c(=O)[nH]1)CO2 (stereo unspecified) the results were ULK1 inh 2 and ASK1 primary -23.
Cn1c(Nc2nc(NCc3cccc(C(F)(F)F)c3)c3[nH]cnc3n2)nc2ccccc21 was read as ULK1 inh 6 and ASK1 primary 14.
For COc1cccc(CN(CCN(C)C)C(=O)c2cnn3cc(-c4ccncc4)ccc23)c1 the results were ULK1 inh -3 and ASK1 primary -11.
`OCCNc1nc(N2CCN(c3ccccn3)CC2)nc2c1ncn2Cc1ccc(C(F)(F)F)cc1` gave ULK1 inh -32 and ASK1 primary 7.
`COc1cc(Nc2nc(-c3ccc(N4CCN(C)CC4)cc3)nc3c2ncn3C(C)C)cc(OC)c1OC` gave ULK1 inh -12 and ASK1 primary -8.
Screening O=C(NCc1cccc(C(F)(F)F)c1)c1cccc(-c2cccs2)c1 returned ULK1 inh -8 and ASK1 primary 14.
Cc1cc(NCCN2CCOCC2)nc(Nc2nc3ccccc3n2C)n1 was read as ULK1 inh 5 and ASK1 primary -12.
Screening COc1ccc(-c2nc(NCCN(C(C)C)C(C)C)c3ncn(CCN4CCCC4=O)c3n2)cn1 returned ULK1 inh -33 and ASK1 primary 7.
`COCCNc1cc(-c2ccccc2)nc(-c2cccnc2)n1` gave ULK1 inh -7.
Screening O=C(NCCN1CCOCC1)c1csc(Nc2ncccn2)n1 returned ULK1 inh 25 and ASK1 primary 6.
For O=C(Nc1ccccc1)c1csc(Nc2ccc3ncccc3c2)n1 the results were ULK1 inh -13 and ASK1 primary -2.
Screening Cc1ccc(NC(=O)CCC(=O)NNC(=O)c2ccccc2)c(C)c1 returned ULK1 inh 5.
`Cc1c[nH]c(=O)[nH]c1=O` gave ULK1 inh -16.
`c1ccc(CN2CCC(Nc3nc(-c4cccs4)nc4c3ncn4-c3ccccc3)CC2)cc1` gave ULK1 inh -20 and ASK1 primary 10.
`Cc1ccc(S(=O)(=O)n2ccn(CC(=O)Nc3ccccc3)c2=O)cc1` gave ULK1 inh -10.
For COc1cc(Nc2cc(Cl)nc(N)n2)cc(OC)c1OC the results were ULK1 inh 7 and ASK1 primary -4.
O=C(CSc1ncnc2sc3c(c12)CCC3)N1CCCCCC1 was read as ULK1 inh -4.
Screening COc1cccc(OC)c1C(=O)NC(C)(C)c1ccncc1 returned ULK1 inh -20.
Cc1cncc2c(S(=O)(=O)N3CC[C@H](NC(=O)c4ccc(Br)cc4Cl)C3)cccc12 was read as ULK1 inh 20 and ASK1 primary 2.
Screening Nc1nc(N2CCOCC2)nc2c1ncn2-c1ccccc1 returned ULK1 inh 4 and ASK1 primary 13.
For FC(F)(F)c1cccc(CNc2nc(Nc3ccncc3)nc3nc[nH]c23)c1 the results were ULK1 inh 31 and ASK1 primary -1.
`Cc1c(NS(=O)(=O)c2ccc3ccccc3c2)c(=O)n(-c2ccccc2)n1C` gave ULK1 inh -9.
O=C(CNS(=O)(=O)c1ccccc1)OCC(=O)c1ccc(OCc2ccccc2)cc1 was read as ULK1 inh 5.
Screening CN1CCN(c2ccc(-c3ccc(C(=O)NC4CC4)s3)cc2)CC1 returned ULK1 inh 2 and ASK1 primary -9.
COc1ccc2c(c1)CC(C(=O)Nc1ccc(-c3cn[nH]c3)cc1OCC(=O)O)CO2 (stereo unspecified) was read as ULK1 inh 4 and ASK1 primary 0.
`CCNc1nc(NCc2cccc(C(F)(F)F)c2)c2ncn(-c3ccccc3)c2n1` gave ULK1 inh -7 and ASK1 primary 6.
For CO[C@@]1(NC(=O)C(C(=O)O)c2ccc(O)cc2)C(=O)N2C(C(=O)O)=C(CSc3nnnn3C)CO[C@@H]21 (stereo partly specified) the results were ULK1 inh 6.
Screening CC(=O)Nc1ccc(Nc2cc(N3CCCC3CO)nc(N)n2)cc1 (stereo unspecified) returned ULK1 inh 9 and ASK1 primary -2.
`CC(C)n1cnc2c(Nc3ccc(N4CCOCC4)cc3)nc(Nc3ncccn3)nc21` gave ULK1 inh 16 and ASK1 primary -13.
`Cc1ccccc1N1CC(C(=O)OCC(=O)c2ccc(Cl)cc2)CC1=O` (stereo unspecified) gave ULK1 inh -7.
For Nc1nc(NCCCN2CCCC2=O)cc(NCc2cccnc2)n1 the results were ULK1 inh 3 and ASK1 primary -6.
`c1ccc(CNc2nc(NCCN3CCOCC3)nc3c2ncn3-c2ccsc2)cc1` gave ULK1 inh 7 and ASK1 primary -7.
For CCN(CC)c1nc2ccccc2n2c1nc1ccccc12 the results were ULK1 inh 8.
For c1ccc(OCCNc2nc(Nc3ncccn3)nc3c2ncn3-c2ccsc2)cc1 the results were ULK1 inh -16 and ASK1 primary -23.
For CC(=O)c1cccc(-c2nc(NCc3nc4ccccc4[nH]3)c3ncn(Cc4ccc(C(F)(F)F)cc4)c3n2)c1 the results were ULK1 inh -8 and ASK1 primary 9.
O=C(Cc1cn(-c2ccc(N3CCN(c4ccccn4)CC3)nn2)c2ccccc12)Nc1ccc2c(c1)OCO2 was read as ULK1 inh 35 and ASK1 primary 19.
For COc1ccc(-c2nc(Nc3ccc(N4CCOCC4)cc3)c3ncn(C4CCCCC4)c3n2)cn1 the results were ULK1 inh 18 and ASK1 primary 3.
COc1cc(Nc2nccc(NCc3ccccc3)n2)cc(OC)c1OC was read as ULK1 inh -4 and ASK1 primary 5.
Screening CCCNc1nc(N2CCCC(C(=O)N(CC)CC)C2)nc2c1ncn2C1CCCCC1 (stereo unspecified) returned ULK1 inh -4 and ASK1 primary 4.
For COc1cc(NC(=O)c2cccc(Nc3ccc(-n4ccnc4)cc3)c2)cc(OC)c1OC the results were ULK1 inh 23 and ASK1 primary 35.
Screening CC(C)Oc1ccccc1C(=O)NC(CO)C(=O)O (stereo unspecified) returned ULK1 inh -3.
`CCCNC(=O)c1cccc(Nc2ccc3ncccc3c2)c1` gave ULK1 inh 0 and ASK1 primary -10.
`Cc1nn(C)c(C)c1-c1nc(NCCN(C(C)C)C(C)C)c2ncn(-c3ccccc3)c2n1` gave ULK1 inh -5 and ASK1 primary -23.
Screening C=C1C[C@H](c2ccccc2)N(C)C[C@@H]1C returned ULK1 inh -15 and ASK1 primary -7.
Screening Cc1cnc(-c2cccs2)nc1NCCCN1CCCC1=O returned ULK1 inh -8 and ASK1 primary 11.
Screening FC(F)(F)c1cccc(CNc2nc(N3CCOCC3)nc3c2ncn3-c2ccsc2)c1 returned ULK1 inh -3 and ASK1 primary 8.
For O=C(NCCc1ccc(O)cc1)C1CCN(c2ccc(NCc3cccnc3)nn2)CC1 the results were ULK1 inh 2 and ASK1 primary 8.
FC(F)(F)c1ccc(Cn2cnc3c(NCc4nc5ccccc5[nH]4)nc(N4CCC(N5CCOCC5)CC4)nc32)cc1 was read as ULK1 inh -10 and ASK1 primary -7.
Screening CC(C)N(CCNc1cc(-c2csc3ccccc23)nc(N)n1)C(C)C returned ULK1 inh -6 and ASK1 primary -2.
COc1cc(Nc2cc(C)nc(NC3CCN(Cc4ccccc4)CC3)n2)cc(OC)c1OC was read as ULK1 inh 3 and ASK1 primary 12.
`NC(=O)c1ccc(-c2nc(Nc3ccc(Oc4ccccc4)cc3)c3ncn(C4CCCCC4)c3n2)cc1` gave ULK1 inh -2 and ASK1 primary -3.
O=C(Nc1cc(-c2ccccc2Oc2ccccc2F)ccn1)C1CCOC1 (stereo unspecified) was read as ULK1 inh -4 and ASK1 primary -3.
Cn1cc(-c2conc2-c2ccnc(Nc3ccc(N4CCOCC4)cc3)c2)cn1 was read as ULK1 inh -2 and ASK1 primary 13.
Nc1nc(Nc2ccc3c(c2)OCO3)cc(N2CCC(N3CCOCC3)CC2)n1 was read as ULK1 inh 12 and ASK1 primary -12.
Screening O=C(NCCOc1ccccc1)c1ccnc(NCCN2CCOCC2)c1 returned ULK1 inh 4 and ASK1 primary -12.
`CC(C)n1c(N2CCCC2CO)nc2c(NC3CC3)ncnc21` (stereo unspecified) gave ULK1 inh 3 and ASK1 primary -14.
For CCN1C(=O)/C(=C2/SC(C)=C(C)N2CC)SC1=S the results were ULK1 inh 4.
Screening Cc1nn(C)c(C)c1-c1nc(NCCN(C(C)C)C(C)C)c2ncn(Cc3ccc(C(F)(F)F)cc3)c2n1 returned ULK1 inh -1 and ASK1 primary -8.
For NC(=O)c1ccc(-c2nc(C(=O)NC3CC3)cs2)cc1 the results were ULK1 inh -2 and ASK1 primary -8.
`CCN(CC)CCNC(=O)c1ccccc1O` gave ULK1 inh 4.
For COC1CCN(c2ncn(-c3ccc(Nc4nccc(-c5cc(F)cc(N6CCOCC6)c5)n4)cc3)n2)CC1 the results were ULK1 inh -3 and ASK1 primary 8.
Screening COc1cc(Nc2ccc(N3CCC(C(=O)Nc4ccccc4)CC3)nn2)cc(OC)c1OC returned ULK1 inh 1 and ASK1 primary -1.
Screening CCNc1nc(NCCc2ccc(OC)cc2)c2ncn(CCN3CCCC3=O)c2n1 returned ULK1 inh -5 and ASK1 primary -15.
Screening CCCNc1nc(-c2ccc(C(=O)NC3CC3)cc2)nc2c1ncn2C(C)C returned ULK1 inh -10 and ASK1 primary -16.
CC(C)n1c(Nc2cnccn2)nc2c(Nc3ccccc3)ncnc21 was read as ULK1 inh 4 and ASK1 primary -2.
`Cc1cncc2cccc(NC3CCN(C(=O)C(N)c4ccc(Cl)cc4)CC3)c12` (stereo unspecified) gave ULK1 inh -4 and ASK1 primary -13.
`CN1CCN(C(=O)c2ccc(-c3nc(NCCN4CCOCC4)c4ncn(-c5ccsc5)c4n3)cc2)CC1` gave ULK1 inh 11 and ASK1 primary -18.
CCCNC(=O)c1cc(N2CCN(Cc3ccc4c(c3)OCO4)CC2)nc2ccccc12 was read as ULK1 inh 9 and ASK1 primary 0.

Gathered by group, the entries above containing a CF3 group.
Cn1c(Nc2nc(NCc3cccc(C(F)(F)F)c3)c3[nH]cnc3n2)nc2ccccc21 was read as ULK1 inh 6 and ASK1 primary 14.
`OCCNc1nc(N2CCN(c3ccccn3)CC2)nc2c1ncn2Cc1ccc(C(F)(F)F)cc1` gave ULK1 inh -32 and ASK1 primary 7.
Screening O=C(NCc1cccc(C(F)(F)F)c1)c1cccc(-c2cccs2)c1 returned ULK1 inh -8 and ASK1 primary 14.
For FC(F)(F)c1cccc(CNc2nc(Nc3ccncc3)nc3nc[nH]c23)c1 the results were ULK1 inh 31 and ASK1 primary -1.
`CCNc1nc(NCc2cccc(C(F)(F)F)c2)c2ncn(-c3ccccc3)c2n1` gave ULK1 inh -7 and ASK1 primary 6.
For CC(=O)c1cccc(-c2nc(NCc3nc4ccccc4[nH]3)c3ncn(Cc4ccc(C(F)(F)F)cc4)c3n2)c1 the results were ULK1 inh -8 and ASK1 primary 9.
Screening FC(F)(F)c1cccc(CNc2nc(N3CCOCC3)nc3c2ncn3-c2ccsc2)c1 returned ULK1 inh -3 and ASK1 primary 8.
FC(F)(F)c1ccc(Cn2cnc3c(NCc4nc5ccccc5[nH]4)nc(N4CCC(N5CCOCC5)CC4)nc32)cc1 was read as ULK1 inh -10 and ASK1 primary -7.
Screening Cc1nn(C)c(C)c1-c1nc(NCCN(C(C)C)C(C)C)c2ncn(Cc3ccc(C(F)(F)F)cc3)c2n1 returned ULK1 inh -1 and ASK1 primary -8.
